15-hLO inh – qHTS Assay for Inhibitors of 15-hLO (15-human lipoxygenase); AID 887, 2007; 74,000 tested, 1.4% active; Polyunsaturated fatty acid lipoxygenase ALOX15 (Homo sapiens), P16050; purified 15hLO-1, xylenol orange hydroperoxide absorbance; Potency, µM (highest dose often 57.1 µM), for inactives: at the top dose activity change, negative = inhibition, hits mostly inhibitors; note: potency is the fitted concentration of half-maximal effect; % is set by controls: 0 for no effect and ±100 for the full control effect; nearly all actives have a fitted effect of over 55% in size
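Purified human 15hLO-1 (40 nM final) in 25 mM Hepes pH 7.5, 0.01% Triton X-100 was preincubated with compound 15 min at room temperature, then reacted 6 min with 50 uM arachidonic acid; hydroperoxide detected by Fe-XO, 573/405 nm absorbance ratio.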
HBB splicing – qHTS Assay for Modulators of Hemoglobin Beta Chain Splicing; 65,000 tested, 0.06% active; AID 925, 2007; HBB splicing reporter cell assay, activation; EGFP reporter with mutant IVS2-654 intron; response scale: normalised to 500 nM splice-correcting PNA; Potency, µM (doses to about 46.1 µM), for the others: top-dose activation, actives largely listed as activators; note: potency is the fitted concentration of half-maximal effect; 0% is about no effect
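Compounds were applied for 2 days to HeLa EGFP-654 cells, 500/well in Optimem with 2% FCS. The reporter's EGFP is disrupted by mis-splicing of beta-globin intron IVS2-654. Readout: summed well GFP fluorescence from 488 nm laser scanning; reference was 500 nM antisense […] 654 PNA.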
Tau fil binding – qHTS Assay for Tau Filament Binding; 71,000 tested, 2% active; Potency, µM (series often up to 57.1 µM), without a hit: at the highest dose activity change, negative = inhibition; recombinant tau filaments, thioflavin S fluorescence, 15 h; filaments grown with octadecylsulfate alongside compound; Microtubule-associated protein tau (Homo sapiens), P10636;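 note: potency is the fitted concentration of half-maximal effect; % is set by controls: 0 for no effect and ±100 for the full control effect; actives lower thioflavin S fluorescence by blocking filaments or displacing dye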
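Assay mix: 1 uM His-tagged tau, 30 uM sodium octadecylsulfate, thioflavine S dye in HEPES/NaCl/DTT buffer. Compound is added prior to the inducer. Fluorescence after 15 h at 37 C.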
HADH2 inh – qHTS Assay for Inhibitors of HADH2 (Hydroxyacyl-Coenzyme A Dehydrogenase, Type II); Potency, µM (series often up to 57.1 µM), for the others: at the top dose activity change, negative = inhibition, actives largely listed as inhibitors; 3-hydroxyacyl-CoA dehydrogenase type-2 (Homo sapiens), Q99714; recombinant HADH2, NADH fluorescence, beta-hydroxybutyryl-CoA; 73,000 tested, 3.4% active; AID 886, 2007; note: potency is the fitted concentration of half-maximal effect; % is set by controls: 0 for no effect and ±100 for the full control effect; nearly all actives have a fitted effect of over 60% in size; many of its hits are not listed in these tables
Target sequence (Q99714 whole entry, looked up, one chain of several): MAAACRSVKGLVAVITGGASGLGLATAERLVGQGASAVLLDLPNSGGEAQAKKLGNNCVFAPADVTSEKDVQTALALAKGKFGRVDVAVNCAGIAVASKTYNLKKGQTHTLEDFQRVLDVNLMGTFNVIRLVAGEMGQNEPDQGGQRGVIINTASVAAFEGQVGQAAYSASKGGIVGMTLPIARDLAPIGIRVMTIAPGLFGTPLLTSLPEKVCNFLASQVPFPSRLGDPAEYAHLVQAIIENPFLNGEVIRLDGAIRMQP
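Read-out: 360 nm excitation, 450 nm emission, kinetic over 4 min. Conditions: His-tagged human HADH2 20 nM, pH 9.0 Tris with Tween-20, 1 mM NAD+, 90 uM beta-hydroxybutyryl-CoA.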
GFP derepression – qHTS Assay for Epigenetic Modulators; 68,000 tested, 0.09% active; mouse C127i GFP locus derepression, cytometry, 30 h; Potency, µM (doses to about 46.1 µM), inactives show top-dose GFP derepression (activation); note: % of control where 0% means no effect
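Locus derepression in mouse mammary C127i cells whose integrated CMV-GFP reporter is normally silent; GFP expression after 30 h compound treatment was quantified by counting fluorescent cells.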
DNA Pol III inh – qHTS Assay for Inhibitors of DNA Polymerase III Holoenzyme System; reconstituted DNA polymerase III holoenzyme replication, biochemical; Potency, µM (titrated, usually from 57.1 µM), inactives show top-dose activity change, negative = inhibition; 71,000 tested, 0.25% active; AID 603, 2007; note: potency is the fitted concentration of half-maximal effect; % is set by controls: 0 for no effect and ±100 for the full control effect
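Reconstituted *E. coli* holoenzyme (0.35 nM Pol III, 1 nM beta, 154 nM SSB, 2 nM primase) was preincubated with compound for 15 min at RT. Synthesis on 1.4 nM ssM13Gori ran 35 min, then was stopped with PicoGreen/EDTA and read as dsDNA fluorescence.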
CRE-bla Fsk – Cell signaling CRE-BLA (Fsk stim); CHO CRE-bla reporter (cAMP response element driving beta-lactamase), forskolin EC10, beta-lactamase ratio; Potency, µM (titrated, usually from 38.2 µM), for inactives: at the highest dose activity change, negative = inhibition, actives largely listed as activators; 71,000 tested, 2.5% active; active = well fitted activation curve with a large enough effect in the signal ratio, with a control signal flat, not every such curve was filed as active; inconclusive = small, poorly fitted or top-dose-only effect, or effect the other way, or a change in a side signal; the % refers to the signal ratio; note: potency is the fitted concentration of half-maximal effect; % of control where 0% means no effect
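qHTS titration format; CRE-bla CHO reporter; stimulus EC10 NKH 477, a water-soluble forskolin. Read: CCF4 460/530 nm ratio. Potency expressed as AC50 for activators or inhibitors.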
Luciferase inh – qHTS Assay for Inhibitors of Firefly Luciferase | Luciferin 4-monooxygenase (Photinus pyralis), P08659 | purified firefly luciferase, luminescence, 8 min | Potency, µM (series often up to 57.1 µM), without a hit: at the top dose activity change, negative = inhibition, hits mostly inhibitors | 72,000 tested, 2.2% active | AID 411, 2009; note: potency is the fitted concentration of half-maximal effect; % is set by controls: 0 for no effect and ±100 for the full control effect; nearly all actives have a fitted effect of over 40% in size
Target sequence (P08659 whole entry, looked up): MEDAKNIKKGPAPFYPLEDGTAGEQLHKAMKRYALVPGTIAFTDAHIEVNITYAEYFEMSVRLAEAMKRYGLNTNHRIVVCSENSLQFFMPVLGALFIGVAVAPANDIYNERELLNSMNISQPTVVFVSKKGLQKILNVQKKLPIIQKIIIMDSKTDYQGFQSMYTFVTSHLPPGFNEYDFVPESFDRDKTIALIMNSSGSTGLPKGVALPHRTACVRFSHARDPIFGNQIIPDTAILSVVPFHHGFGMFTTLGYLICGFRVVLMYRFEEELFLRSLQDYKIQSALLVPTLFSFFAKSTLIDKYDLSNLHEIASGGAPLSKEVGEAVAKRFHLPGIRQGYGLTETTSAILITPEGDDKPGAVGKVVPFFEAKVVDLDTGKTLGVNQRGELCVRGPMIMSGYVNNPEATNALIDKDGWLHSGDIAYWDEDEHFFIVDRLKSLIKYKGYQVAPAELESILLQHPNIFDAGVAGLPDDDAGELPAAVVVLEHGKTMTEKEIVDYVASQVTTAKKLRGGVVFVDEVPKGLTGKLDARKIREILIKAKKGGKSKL
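Firefly luciferase (PKLight detection mix) with 10 uM ATP in pH 7.2 imidazole buffer (KCl, MgCl2, Tween 20, BSA). Compounds tested across a concentration series (qHTS). Luminescence read after 8 min at ambient temperature.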
Ub-GFP proteasome – Ubiquitin-GFP Assay; Ubiquitin-GFP reporter cells, proteasome inhibition, GFP fluorescence; response scale: untreated = 0%, 10 µM MG-132 = 100%; Potency, µM (titrated, usually from 45.9 µM), for the others: top-dose activation (GFP accumulation), most hits filed as activators; 67,000 tested, under 10 active; active = well fitted activation curve with a large enough effect, not every such curve was filed as active; inconclusive = small, poorly fitted or top-dose-only effect, or another doubt; inactive = no such curve, though single readings can be large or run the other way; note: potency is the fitted concentration of half-maximal effect
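Proteasome block read as GFP accumulation: ubiquitin(G76V)-GFP U2OS cells exposed to compound (2.9 nM–46 uM) for 4 hr at 37 C. Normalization used untreated cells as 0% and 10 uM MG-132 as 100%; concentration-response curves fitted.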
ERK AVP block – qHTS Assay for Inhibitors of the ERK Signaling Pathway using a Homogeneous Screening Assay; HEK293-V1b, vasopressin-stimulated pERK AlphaScreen; Potency, µM (titrated, usually from 57.5 µM), for inactives: at the highest dose activity, negative = inhibition, most hits filed as inhibitors; 72,000 tested, 0.99% active; note: potency is the fitted concentration of half-maximal effect; % is set by controls: 0 for no effect and ±100 for the full control effect; nearly all actives have a fitted effect of over 55% in size
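Phosphorylated ERK1/2 detected via AlphaScreen bead proximity in lysates of V1b-expressing HEK293 cells given 25 nM vasopressin for 5 min after 30 min compound exposure (37 °C). AC50 from Hill equation; basal DMSO 0%, vasopressin 100%.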
Hsp90 Hop PPI – qHTS Assay for Disrupters of an Hsp90 Co-Chaperone Interaction; Hsp90 C-terminal peptide / TPR2A (Hop) interaction, human; AlphaScreen TPR2A-His6 binding biotin-Hsp90 C-terminal peptide; Potency, µM (series often up to 57 µM), inactives show top-dose activity change, negative = inhibition; 71,000 tested, 0.44% active; AID 595, 2007; active = well fitted curve in either direction with a large enough effect; inconclusive = small, poorly fitted or top-dose-only effect, or another doubt; note: potency is the fitted concentration of half-maximal effect; % is set by controls: 0 for no effect and ±100 for the full control effect; many of its hits are not listed in these tables
* hit, by the source's call; [ ] = remark or other dose. Unless noted, calls come from the whole dose curve; as a rule, active = well fitted curve in the direction sought with a large enough effect; inconclusive = small, poorly fitted or top-dose-only effect, or another doubt; inactive = no such curve, though single readings can be large; an effect the other way counts as inactive or inconclusive. Some of the compounds tested; the hit share may differ from the screen's.

For CCCCn1c(CNC(=O)CC)nc2ccccc21 the results were 15-hLO inh 3%, HBB splicing -0.3%, Tau fil binding 0%, HADH2 inh 9%, DNA Pol III inh -5%, CRE-bla Fsk -14%, Luciferase inh 1%, Ub-GFP proteasome 5% and Hsp90 Hop PPI -2%.
`CN1CCN(C2=Nc3ccccc3Oc3ccc(Cl)cc32)CC1` gave 15-hLO inh -1%, HBB splicing -0.6%[20.6 µM], Tau fil binding -10%[25.6 µM], HADH2 inh -2%[25.6 µM], GFP derepression -3%[20.6 µM], DNA Pol III inh -6%[25.6 µM], CRE-bla Fsk inconclusive, Luciferase inh -4%[25.5 µM], Ub-GFP proteasome 5%[20.5 µM], ERK AVP block 6% and Hsp90 Hop PPI -4%[26 µM].
For COCC(=O)Nc1sc2c(c1C(=O)OC)CCCC2 the results were 15-hLO inh -20%, HBB splicing 1.0%, Tau fil binding 2%, HADH2 inh -6%, GFP derepression 2%, DNA Pol III inh 5%, CRE-bla Fsk inconclusive, Luciferase inh -1%, Ub-GFP proteasome -2%, ERK AVP block -16% and Hsp90 Hop PPI 3%.
`C/C(CC(O)c1ccc2ccccc2n1)=N/O` (centres undefined) gave 15-hLO inh 12%[11.4 µM], HBB splicing -2.4%[0.0738 µM], Tau fil binding 6%[11.4 µM], HADH2 inh 5%[11.4 µM], GFP derepression -5%, DNA Pol III inh -3%[11.4 µM], CRE-bla Fsk inconclusive, Luciferase inh -14%, Ub-GFP proteasome -3%[9.17 µM], ERK AVP block -5% and Hsp90 Hop PPI -5%[11 µM].
`CC(=O)Nc1ccc2oc(-c3ccccc3Br)nc2c1` gave 15-hLO inh -22%, HBB splicing -0.2%[57.5 µM], Tau fil binding 2%, HADH2 inh -3%, GFP derepression 0%, DNA Pol III inh -2%, CRE-bla Fsk 9%, Luciferase inh 10µM*, Ub-GFP proteasome 3%, ERK AVP block -18% and Hsp90 Hop PPI 0%.
`O=C(COC(=O)CCc1nc2ccccc2s1)Nc1ccc(S(=O)(=O)N2CCOCC2)cc1` gave 15-hLO inh 1%, HBB splicing -1.2%, Tau fil binding 4%, HADH2 inh -4%, GFP derepression 1%, DNA Pol III inh -13%, CRE-bla Fsk -12%, Luciferase inh -2%, Ub-GFP proteasome -1%, ERK AVP block inconclusive and Hsp90 Hop PPI -6%.
COC(=O)c1cc(Br)c(=O)n(CCN(C(C)C)C(C)C)c1 was read as 15-hLO inh -3%, HBB splicing 6.2%[0.369 µM], Tau fil binding 14%, HADH2 inh -11%, GFP derepression 2%, DNA Pol III inh -8%, CRE-bla Fsk inconclusive, Luciferase inh 2%, Ub-GFP proteasome 3%, ERK AVP block -3% and Hsp90 Hop PPI -2%.
Cc1ccc(C2CCN(C(=O)Nc3ccccc3)C2)cc1 (centres undefined) was read as 15-hLO inh 1%, HBB splicing -0.9%, Tau fil binding 5%, HADH2 inh 3%, GFP derepression 11%, DNA Pol III inh -5%, CRE-bla Fsk -20%, Luciferase inh 25µM*, Ub-GFP proteasome -17%, ERK AVP block 17% and Hsp90 Hop PPI -2%.
For O=C(Nc1nccs1)c1ccc(COc2ccc(Cl)cc2)o1 the results were 15-hLO inh 4%, HBB splicing 0.1%, Tau fil binding 57%, HADH2 inh inconclusive, GFP derepression 0%, DNA Pol III inh -2%, CRE-bla Fsk inconclusive, Luciferase inh 0%, Ub-GFP proteasome -5%, ERK AVP block -24% and Hsp90 Hop PPI -1%.
For Clc1ccc(Cn2nnc(-c3ccc(CN4CCOCC4)cc3)n2)cc1 the results were 15-hLO inh -4%, HBB splicing -0.1%, Tau fil binding 8%, HADH2 inh -8%, GFP derepression 1%, DNA Pol III inh -3%, CRE-bla Fsk -6%, Luciferase inh -2%, Ub-GFP proteasome -6%, ERK AVP block 18% and Hsp90 Hop PPI -2%.
Cc1ccc(C2NC(=O)c3c(sc4c3CCN(C)C4)N2)o1 (centres undefined) was read as 15-hLO inh 3.2µM*, HBB splicing 4.0%[0.369 µM], Tau fil binding inactive, HADH2 inh -22%, GFP derepression 2%, DNA Pol III inh -7%, CRE-bla Fsk inconclusive, Luciferase inh -13%, Ub-GFP proteasome -3%, ERK AVP block inconclusive and Hsp90 Hop PPI -11%.
Screening COc1ccc(N/C(N)=N/c2nc(CSc3ccc(C)cc3)cc(=O)[nH]2)cc1 returned 15-hLO inh 3%, HBB splicing -0.4%, Tau fil binding 17%, HADH2 inh 17%, GFP derepression -5%, DNA Pol III inh -6%, CRE-bla Fsk inconclusive, Luciferase inh -1%, Ub-GFP proteasome 2%, ERK AVP block -14% and Hsp90 Hop PPI -4%.
Screening COC(=O)c1ccc(NC(=O)CN2CCCC2)cc1 returned 15-hLO inh -7%, HBB splicing -2.2%, Tau fil binding 3%, HADH2 inh 3%, GFP derepression -2%, DNA Pol III inh 2%, CRE-bla Fsk -2%, Luciferase inh -1%, Ub-GFP proteasome 1%, ERK AVP block -5% and Hsp90 Hop PPI 1%.
`O=C(CSc1ncnc2c1cnn2-c1ccccc1)Nc1ccccc1` gave 15-hLO inh 0%, Tau fil binding 8%, HADH2 inh 21%, GFP derepression 3%, DNA Pol III inh -3%, CRE-bla Fsk 7%, Luciferase inh 3%, Ub-GFP proteasome 2%, ERK AVP block 7% and Hsp90 Hop PPI -2%.
Screening O=C(CNC(=O)c1ccco1)Nc1cc(Cl)ccc1N1CCOCC1 returned 15-hLO inh -1%, HBB splicing -1.5%, Tau fil binding -27%, HADH2 inh 13%, GFP derepression -1%, DNA Pol III inh -1%, CRE-bla Fsk -15%, Luciferase inh -1%, Ub-GFP proteasome -9%, ERK AVP block 4% and Hsp90 Hop PPI -19%.
`O=C(CSc1ncnc2sc3c(c12)CCCCC3)NCc1ccco1` gave 15-hLO inh -9%, HBB splicing 0.2%, Tau fil binding 21%, HADH2 inh 4%, GFP derepression 3%, DNA Pol III inh 1%, CRE-bla Fsk 13µM*, Luciferase inh -3%, Ub-GFP proteasome 6%, ERK AVP block -27% and Hsp90 Hop PPI -1%.
`CC1CN(C(=O)CN2C(=O)c3ccccc3S2(=O)=O)CC(C)O1` (centres undefined) gave 15-hLO inh 15%, HBB splicing 1.6%, Tau fil binding 226%, HADH2 inh -1%, GFP derepression 1%, DNA Pol III inh -3%, CRE-bla Fsk inconclusive, Luciferase inh 1%, Ub-GFP proteasome -1%, ERK AVP block -10% and Hsp90 Hop PPI -2%.
Cc1nn(Cc2ccc(C(=O)Nc3ccc(C(=O)OC(C)C)cc3)o2)c(C)c1Cl was read as 15-hLO inh -16%, HBB splicing 0.5%, Tau fil binding 388%, HADH2 inh -12%, GFP derepression 0%, DNA Pol III inh -18%, CRE-bla Fsk inconclusive, Luciferase inh -2%, Ub-GFP proteasome 1%, ERK AVP block inconclusive and Hsp90 Hop PPI -6%.
Screening Cc1nn(-c2nc3ccccc3s2)c(N)c1-c1ccc(Cl)cc1 returned 15-hLO inh -7%, HBB splicing -1.1%, Tau fil binding 53%, HADH2 inh 6%, GFP derepression -3%, DNA Pol III inh -3%, CRE-bla Fsk inconclusive, Luciferase inh -17%, Ub-GFP proteasome 4%, ERK AVP block 2% and Hsp90 Hop PPI 0%.
